Screening data (PubChem BioAssay)
bIAP inhibitor: bovine intestinal alkaline phosphatase inhibitors, primary screen, selectivity assay for TNAP inhibitor project, biochemical, bovine IAP, CDP-star luminescence. 190,000 tested, under 10 active. purified bovine IAP, 30 min. inhibition, % at 20 µM. alkaline phosphatase, intestinal [Bos taurus];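 active = over 50% inhibition of intestinal alkaline phosphatase at 20 µM in the single-dose screen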
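System: Purified bovine intestinal alkaline phosphatase (IAP) enzyme | Input: IAP diluted 1/65,000,000 in the well | Also added: CDP-star chemiluminescent phosphatase substrate, 30 µM final | Dosing: 20 µM single dose | Times: Enzyme reaction for 30 min at room temperature | Detection: Luminescence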
HMGR II inh: inhibitors of E. faecalis class II HMGR, primary screen, biochemical, Enterococcus faecalis. HMG-CoA reductase (Enterococcus faecalis, mvaE). purified E. faecalis HMGR, NADPH absorbance 340 nm kinetic. inhibition, % at 10 µM. hit rate 0.41% among 190,000;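 active = inhibition above a set limit, the median over all tested compounds plus 3 SD, cut at about 9.5% in these data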;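 also: enzyme runs in reverse so mevalonate oxidation gives rising NADPH absorbance; 0% = complete reaction with DMSO and 100% = background rate lacking mevalonate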
TNAP act hiacc: TNAP activators at high phosphate acceptor level, primary screen, biochemical, luminescence, uHTS | 200,000 tested, under 10 active | AID 1136, 2008 | purified TNAP, CDP-star luminescence, 1 M DEA, 30 min; hits give high values; 0 = EDTA background, 1 = DMSO-only activity | activation factor at 20 µM | Alkaline phosphatase, tissue-nonspecific isozyme (Homo sapiens), P05186;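 active = activation factor at least 2 at 20 µM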
Target sequence (P05186 whole entry, looked up): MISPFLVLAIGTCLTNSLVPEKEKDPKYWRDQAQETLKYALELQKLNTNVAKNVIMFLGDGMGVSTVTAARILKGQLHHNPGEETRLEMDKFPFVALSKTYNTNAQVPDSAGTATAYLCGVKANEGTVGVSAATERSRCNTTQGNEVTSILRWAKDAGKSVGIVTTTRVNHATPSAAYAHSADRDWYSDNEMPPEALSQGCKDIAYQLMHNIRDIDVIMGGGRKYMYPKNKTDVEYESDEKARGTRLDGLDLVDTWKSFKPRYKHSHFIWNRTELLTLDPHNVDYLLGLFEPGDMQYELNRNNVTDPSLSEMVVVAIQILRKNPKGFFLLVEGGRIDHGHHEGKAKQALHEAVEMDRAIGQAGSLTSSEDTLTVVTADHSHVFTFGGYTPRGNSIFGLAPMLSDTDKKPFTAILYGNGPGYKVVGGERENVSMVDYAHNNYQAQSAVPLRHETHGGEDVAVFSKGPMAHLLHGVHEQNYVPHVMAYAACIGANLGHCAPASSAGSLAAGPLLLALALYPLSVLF
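Measured by: Luminescent substrate turnover signal | Test system: Human TNAP | Input: TNAP 1/800 final | Dosing: 20 µM single point | Schedule: 30 min, room temperature | Controls: EDTA wells as negative control, DMSO wells as positive control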
TNAP inh no acc: human TNAP enzyme inhibitors, primary screen, biochemical, luminescent, no phosphate acceptor, uHTS | Alkaline phosphatase, tissue-nonspecific isozyme (Homo sapiens), P05186 | inhibition, % at 20 µM | purified TNAP, CDP-star luminescence, 30 min | hit rate 0.26% among 200,000;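 active = tissue-nonspecific alkaline phosphatase inhibition above about 50% at 20 µM in the single-dose screen, limit read from the data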;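 also: 0% = DMSO negative control and 100% = EDTA positive control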
PPARg SRC-1 ag: PPARgamma agonists recruiting SRC-1 coactivator, primary screen, biochemical. Peroxisome proliferator-activated receptor gamma (Homo sapiens), P37231. PPARgamma-SRC-1 coactivator recruitment biochemical assay. activation, % at 8 µM. hit rate 0.41% among 200,000; in the data active = activation above about 19%;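 also: 0% = DMSO and 100% = reference agonist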
Target sequence (P37231 whole entry, looked up): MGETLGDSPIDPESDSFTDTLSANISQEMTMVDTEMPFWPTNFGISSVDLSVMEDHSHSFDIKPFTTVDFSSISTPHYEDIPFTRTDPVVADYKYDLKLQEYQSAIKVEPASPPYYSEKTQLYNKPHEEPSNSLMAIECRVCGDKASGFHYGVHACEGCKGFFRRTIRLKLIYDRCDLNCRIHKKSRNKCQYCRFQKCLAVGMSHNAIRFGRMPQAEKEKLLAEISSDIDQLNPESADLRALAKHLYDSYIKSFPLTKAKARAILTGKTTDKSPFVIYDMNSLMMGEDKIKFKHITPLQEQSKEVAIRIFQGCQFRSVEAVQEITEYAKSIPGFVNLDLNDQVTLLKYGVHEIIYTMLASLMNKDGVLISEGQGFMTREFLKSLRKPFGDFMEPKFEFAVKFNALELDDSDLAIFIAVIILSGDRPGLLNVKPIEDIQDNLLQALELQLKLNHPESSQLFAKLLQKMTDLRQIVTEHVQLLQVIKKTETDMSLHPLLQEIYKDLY
PPARg SRC-3 ag: PPARgamma agonists recruiting SRC-3 coactivator, primary screen, biochemical. hit rate 0.26% among 200,000. activation, % at 8 µM. biochemical PPARgamma/SRC-3 coactivator recruitment assay. Peroxisome proliferator-activated receptor gamma (Homo sapiens), P37231. AID 731, 2007; in the data active = activation above about 23%;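 also: 0% = DMSO and 100% = reference agonist; some compounds past the cut are filed as inactive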
TNAP inh hiacc: human TNAP enzyme inhibitors, primary screen, biochemical, luminescent, high phosphate acceptor level, uHTS; purified TNAP, CDP-star luminescence, 1 M DEA; Alkaline phosphatase, tissue-nonspecific isozyme (Homo sapiens), P05186; inhibition, % at 20 µM; hit rate 0.03% among 200,000; AID 1135, 2008;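 active = over 50% inhibition of tissue-nonspecific alkaline phosphatase at 20 µM in the single-dose screen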;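 also: plate controls were DMSO wells for no effect and EDTA-quenched wells as full inhibition for full effect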
TR-FRET SRC-2 ct: TR-FRET signal artefacts, primary screen, artefact control for PPARgamma SRC-2 agonist project, biochemical | TR-FRET artefact counter-screen; hits give high values | hit rate 0.4% among 200,000 | TR-FRET ratio at 8 µM; in the data active = TR-FRET ratio above about 2000; also: inactives centre near 1500
PPARg SRC-2 ag: agonists of PPARg-SRC-2 recruitment, primary screen, biochemical, HTS | Peroxisome proliferator-activated receptor gamma (Homo sapiens), P37231 | PPARgamma LBD-SRC-2 recruitment | activation, % at 8 µM | hit rate 0.34% among 200,000 | AID 1032, 2008; in the data active = activation above about 22%;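 also: 0% = vehicle and 100% = reference agonist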
bIAP act: bovine intestinal alkaline phosphatase activators, primary screen, biochemical, bovine IAP, CDP-star luminescence. alkaline phosphatase, intestinal [Bos taurus]. AID 1016, 2008. purified bovine IAP, 30 min; hits give high values; fold of DMSO-control signal, blank-subtracted. hit rate 0.17% among 200,000. activation factor at 20 µM;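 active = activation factor of 2 or more at 20 µM, a signal rise over negative controls twice the positive control's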
Active calls of the source: *.

SMILES	bIAP inhibitor	HMGR II inh	TNAP act hiacc	TNAP inh no acc	PPARg SRC-1 ag	PPARg SRC-3 ag	TNAP inh hiacc	TR-FRET SRC-2 ct	PPARg SRC-2 ag	bIAP act
COc1ccc(NC(=O)CNS(=O)(=O)c2cccs2)c(OC)c1	1	-6	1.1	2	4	-4	-9	1483	8	1
O=S(=O)(/N=C(\c1ccccc1)N1CCOCC1)c1cccs1	9	-9	1	-9	-4	1	-2	1406	0	0.9
O=C(CCN1CCOCC1)Nc1cccc(Br)c1	16	-8	1	-13	-1	-3	1	1648	0	0.8
Cc1ccc(-c2ccc(CCC(=O)O)n2Cc2ccco2)cc1	-11	-3	1	-12	5	2	-3	1825	2	1.1
COc1ccc(CNC(=O)c2cc(-c3ccccc3O)n[nH]2)cc1	-5	-3	1.1	-259	5	14	-13	1676	2	1
COc1cc(NC(=S)Nc2ccccn2)cc(OC)c1	-29	-7	1	1	-2	-2	-4	1566	-2	1.3
CN(C)/C=C/C(=O)c1ccc(Br)cc1	-4	-2	1	0	5	1	-5	1561	-5	1
CCN(Cc1ccccc1)C1CCN(Cc2ccc(SC)cc2)CC1	5	-1	1	0	-2	-3	-3	1445	1	0.9
CCCC(=O)NC(=S)Nc1cccc(NC(=O)c2ccccc2Cl)c1	0	-4	1	9	1	0	-2	1502	-7	1
COc1cc(/C=C2\SC(=O)N(CCNC(=O)c3cnc(C)cn3)C2=O)cc(OC)c1OC	6	-3	1	4	2	4	2	1482	9	0.9
CCCn1nnnc1SCC(=O)N1CCCc2ccccc21	6	-4	1	-7	6	-8	-3	1470	-1	0.9
COc1cc2c(cc1OC)C[N+](C)(C)CC2	-21	-5	1	-3	8	3	-3	1713	18	1.2
COc1cccc(CN(C)C(=O)c2cccnc2SC)c1OC	-3	0	1	-16	4	-1	-3	1706	-1	1
CCN(CC)c1ccc(C(=O)OCC(=O)Nc2sccc2C#N)cc1	15	-2	1	-7	-3	1	-1	1409	-7	0.9
C=CCOC(=O)C1=C[C@@H](c2ccc3c(c2)OCO3)C[C@@H](OCc2ccc(CO)cc2)O1	0	2	1	-1	15	6	0	1526	14	1
O=C(Nc1ccc(Cl)cc1)OCCn1nnnc1C(c1ccccc1)N1CCOCC1 (stereo not drawn)	-4	-12	1	-9	6	-1	-1	1645	7	1
S=C(NCc1ccco1)N1CCN(c2ccc(Cl)cc2)CC1	-6	1	1	-5	12	-2	-2	1505	4	1.1
Cc1csc(NC(=O)/C=C/c2ccc3c(c2)OCO3)n1	5	-1	1	-11	6	4	3	1564	2	1
O=C(COC(=O)Cc1ccc(S(=O)(=O)N2CCOCC2)s1)Nc1ccc2c(c1)OCO2	4	4	1.1	-5	2	8	-10	1440	8	1
CCC(C)c1c(O)nc(SCC(=O)Nc2ccccc2)[nH]c1=O (stereo not drawn)	2	0	1	-4	2	0	3	1556	12	1

The list goes on; the last 2 above are carried over.
SMILES	bIAP inhibitor	HMGR II inh	TNAP act hiacc	TNAP inh no acc	PPARg SRC-1 ag	PPARg SRC-3 ag	TNAP inh hiacc	TR-FRET SRC-2 ct	PPARg SRC-2 ag	bIAP act
O=C(COC(=O)Cc1ccc(S(=O)(=O)N2CCOCC2)s1)Nc1ccc2c(c1)OCO2	4	4	1.1	-5	2	8	-10	1440	8	1
CCC(C)c1c(O)nc(SCC(=O)Nc2ccccc2)[nH]c1=O (stereo not drawn)	2	0	1	-4	2	0	3	1556	12	1
COc1ccccc1NC(=O)CSc1ccc2nnc(-c3cccnc3)n2n1	22	2	1	-9	0	11	0	1733	10	0.8
COc1ccc(-c2nnc(SCc3cccnc3)o2)cc1	-15	0	1	-6	4	12	0	1741	5	1.1
O=S(=O)(c1cccs1)N1CCN(CC(O)COc2cccc(Br)c2)CC1 (stereo not drawn)	4	-4	1	-3	0	-8	-3	1414	3	1
CC(=O)c1ccc(NC(=O)C(C)N(C)CC(=O)Nc2ccc(Cl)cc2)cc1 (stereo not drawn)	5	1	1	-3	4	-2	4	1415	6	0.9
CC1CCC(C(C)C)C(OC(=O)CSc2n[nH]c(=O)[nH]c2=O)C1 (stereo not drawn)	-11	-4	1.1	-8	-4	-6	-5	1294	0	1.1
Cc1cccc(-c2c3c(=O)n(C)c(=O)n(C)c3c3cccnn23)c1	2	1	1	-2	-2	11	0	1526	11	1
CCOC(=O)C1=CN(c2cccc(F)c2)C=C(C(=O)OCC)C1c1cc(OC)c(O)c([N+](=O)[O-])c1	5	-2	0.9	8	8	18	7	1423	-3	1
NNC(=O)COc1ccccc1F	10	6	1.1	-12	1	-5	-7	1484	6	0.9
COc1ccc(C(=O)CNC2=NCCC2)cc1	2	-1	1	-1	4	1	0	1637	3	1
COc1ccc(C(C)=O)c(Oc2nc(CN3CCOCC3)nc3scc(-c4cccs4)c23)c1	-16	5	1.1	-2	4	-2	-7	1606	3	1.2
O=c1c2ccccc2nc(/C=C/c2c[nH]c3ccccc23)n1CCO	9	-3	1.1	-10	10	6	-6	1588	5	0.9
CC(C)c1nnc(NC(=O)CSc2ncn[nH]2)s1	-13	-1	1.1	-14	-2	2	-7	1531	-4	1.1
O=C(Nc1ccc(C(=O)N2CCCC2)cc1)c1ccccc1F	4	-3	1	-5	6	-9	3	1597	8	1
COc1ccc2cc(CCNC(=O)C(C)(C)C)c(=O)[nH]c2c1	14	-4	1	-8	4	13	-3	1602	9	0.9
Cc1ccccc1NC(=O)CSc1nnc(C)c(=O)[nH]1	6	-2	1	-13	0	8	-5	1533	8	0.9
O=C1c2ccccc2NC(c2ccc([N+](=O)[O-])cc2)N1O (stereo not drawn)	4	-6	1	-8	2	2	-3	1764	-4	1
COc1ccc(OC)c(S(=O)(=O)N2CCC(C(=O)NCCC3=CCCCC3)CC2)c1	10	-4	1	-6	3	2	-1	1633	10	0.9
COC(=O)C(O)(CC(=O)Nc1ccc(C)c(F)c1)C(F)(F)F (stereo not drawn)	9	-10	1.1	-4	-2	3	-6	1550	0	0.9
COC(=O)C(C)N(C(=O)c1cccc2ccccc12)c1c(C)cccc1C (stereo not drawn)	7	1	1.1	-3	4	-1	-6	1521	2	0.9
CCOC(CNc1c([N+](=O)[O-])c(=O)n(C)c(=O)n1C)OCC	2	2	1	-9	-2	-2	-3	1464	-7	1

By substructure, those above containing a Cl atom (4)
SMILES	bIAP inhibitor	HMGR II inh	TNAP act hiacc	TNAP inh no acc	PPARg SRC-1 ag	PPARg SRC-3 ag	TNAP inh hiacc	TR-FRET SRC-2 ct	PPARg SRC-2 ag	bIAP act
CCCC(=O)NC(=S)Nc1cccc(NC(=O)c2ccccc2Cl)c1	0	-4	1	9	1	0	-2	1502	-7	1
O=C(Nc1ccc(Cl)cc1)OCCn1nnnc1C(c1ccccc1)N1CCOCC1 (stereo not drawn)	-4	-12	1	-9	6	-1	-1	1645	7	1
S=C(NCc1ccco1)N1CCN(c2ccc(Cl)cc2)CC1	-6	1	1	-5	12	-2	-2	1505	4	1.1
CC(=O)c1ccc(NC(=O)C(C)N(C)CC(=O)Nc2ccc(Cl)cc2)cc1 (stereo not drawn)	5	1	1	-3	4	-2	4	1415	6	0.9

Following part:
SMILES	bIAP inhibitor	HMGR II inh	TNAP act hiacc	TNAP inh no acc	PPARg SRC-1 ag	PPARg SRC-3 ag	TNAP inh hiacc	TR-FRET SRC-2 ct	PPARg SRC-2 ag	bIAP act
COc1ncnc2sc3c(c12)CCCC3	-17	-2	1.1	-8	-8	-21	-5	1553	-2	1.2
Cc1cc2ncn(C(=O)N3CCOCC3)c2cc1C	10	-4	1	-16	2	12	-4	1636	5	0.9
CCCC1=NN(c2ccc([N+](=O)[O-])cc2)C(=O)/C1=C\N(C)C	-9	-7	1	-14	4	3	3	1669	8	1.1
CC(=O)Nc1ccn(-c2ccccc2)n1	7	-1	1	-10	6	-14	-3	1601	10	0.9
COc1ccc(NC(=O)Cc2ccc(C)cc2)c([N+](=O)[O-])c1	7	-1	1	-2	-1	-3	0	1494	-8	0.9
C[n+]1cn(/N=C/c2ccccc2)c2ccccc21	13	0	1	-1	0	4	-3	1477	-2	0.9
Cn1cc(C=O)c2cc(F)ccc21	2	-4	1	-12	-3	-1	-4	1509	-8	1
CCC(=O)NC(c1ccc(OC)c(OC)c1)c1cc(Cl)c2cccnc2c1O (stereo not drawn)	-13	-3	1	0	-8	0	-3	1647	5	1.1
COc1ccc(Cl)cc1N/C(N)=N/c1nc(C)cc(=O)[nH]1	-7	4	1	-30	1	-3	-3	1575	2	1.1
O=C(CN1CCc2ccccc21)NC(=O)NCc1ccccc1	0	-10	1	-11	1	-3	-4	1495	5	1
CCCCNC(=O)CS(=O)Cc1nc(-c2ccc(C)cc2)oc1C (stereo not drawn)	7	-2	1.1	-15	9	0	-6	1600	-6	0.9
COc1ccc(Cl)cc1NC(=O)NCc1ccco1	9	-7	1.1	-11	0	1	-6	1480	-1	0.9
CCOC(=O)c1ccc(NC(=O)C2(c3ccccc3)CCOCC2)cc1	4	-4	1	-8	-4	4	-1	1495	0	1
Cc1ccc2cccc(OCC(=O)N3CCc4ccccc43)c2n1	24	3	1	-15	5	0	-4	1573	-2	0.8
Cc1ccc(C(=O)C(C)Oc2cccc(NC(=O)c3ccco3)c2)cc1 (stereo not drawn)	14	0	1	-9	-7	-4	-1	1458	-6	0.9
COc1ccc(NC(=S)NCCc2ccc(F)cc2)c(OC)c1	41	-4	1.1	-8	-3	4	-6	1499	1	0.6
COc1c(F)c(F)c(C(=O)O)c(Nc2ccc(C)cc2C)c1F	-19	-10	1	-14	6	3	-4	1699	7	1.2

5 compounds out of the list above, arranged by the number in bIAP inhibitor, smallest number first:
Structure	bIAP inhibitor
COc1ncnc2sc3c(c12)CCCC3	-17
Cn1cc(C=O)c2cc(F)ccc21	2
CCOC(=O)c1ccc(NC(=O)C2(c3ccccc3)CCOCC2)cc1	4
CCCCNC(=O)CS(=O)Cc1nc(-c2ccc(C)cc2)oc1C (stereo not drawn)	7
Cc1ccc2cccc(OCC(=O)N3CCc4ccccc43)c2n1	24
